PHOSPHO1 block = blocks human PHOSPHO1 phosphatase activity | Q8TCT1 | recombinant PHOSPHO1, absorbance phosphatase assay | inhibition, % at 13.3 µM | 290,000 tested, 1.1% active | AID 1565; in the data active = inhibition above about 60%
Target sequence (Q8TCT1 whole entry, looked up): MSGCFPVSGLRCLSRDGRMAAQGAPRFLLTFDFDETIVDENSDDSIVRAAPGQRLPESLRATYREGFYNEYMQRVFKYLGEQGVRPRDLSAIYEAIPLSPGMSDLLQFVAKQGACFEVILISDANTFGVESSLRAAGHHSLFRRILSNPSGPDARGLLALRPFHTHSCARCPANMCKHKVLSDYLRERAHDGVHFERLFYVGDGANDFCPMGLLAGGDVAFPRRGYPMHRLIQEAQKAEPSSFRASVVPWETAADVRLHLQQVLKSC
NS3 helicase inh = inhibitors of Hepatitis C virus NS3 helicase; NS3 helicase DNA unwinding, Cy5 molecular beacon fluorescence; 290,000 tested, 0.56% active; inhibition, % at 10.9 µM; AID 1800;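 active = inhibition above the mean of all tested compounds plus 3 SD, set per campaign, cut at about 35% in these data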;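 note: 0% = DMSO wells and 100% = thioflavine S control wells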
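Control set: DMSO versus 110 µM thioflavine S; Material: NS3 helicase fragment of HCV; Measured by: Cy5 fluorescence at 0 and 60 min, beacon hairpin quenching; Read-out basis: percent inhibition from t60/t0 fluorescence ratio; Times: reaction time 60 min, 25 °C; Repeats: single replicate; Compound dosing: single dose, 10.9 µM nominal final, DMSO 0.8% final.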
IMP-1 inh = blocks Pseudomonas aeruginosa IMP-1 metallo-beta-lactamase | purified IMP-1, nitrocefin hydrolysis, epi-absorbance fluorescence | inhibition, % at 5.6 µM | 290,000 tested, 0.45% active | AID 1556;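 active = inhibition above the mean plus 3 SD of all compounds in the same screening run, cut at about 4.5% in these data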;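 note: 0% = IMP-1 with DMSO and 100% = DMSO wells lacking enzyme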
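system = purified recombinant IMP-1 beta-lactamase | amount = 0.2 nM IMP-1, as dispensed | medium = HEPES buffer pH 7.1 with ZnSO4 and Brij 35 | times = 25 °C, 15 min preincubation, 25 min reaction | detection = plate fluorescence quenching by hydrolysis product, ex 480/em 530 nm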
MEKK3 PB1 HTS = raises or lowers MEK5 binding to the human MEKK3 PB1 domain. 290,000 tested, 1.4% active. binding response (% of control), % at 10 µM. Q99759. bead-based flow cytometry, Alexa488-MEK5 binding to MEKK3; actives lie on both sides; 0 = blocked by unlabeled MEK5, 100 = vehicle;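 active = binding response more than 3 SD above or below the average of its plate-row segment, actives on both sides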;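 note: Alexa488 bead fluorescence after subtracting the streptavidin-only scavenger bead signal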
Target sequence (Q99759 whole entry, looked up, the tested form may be a part): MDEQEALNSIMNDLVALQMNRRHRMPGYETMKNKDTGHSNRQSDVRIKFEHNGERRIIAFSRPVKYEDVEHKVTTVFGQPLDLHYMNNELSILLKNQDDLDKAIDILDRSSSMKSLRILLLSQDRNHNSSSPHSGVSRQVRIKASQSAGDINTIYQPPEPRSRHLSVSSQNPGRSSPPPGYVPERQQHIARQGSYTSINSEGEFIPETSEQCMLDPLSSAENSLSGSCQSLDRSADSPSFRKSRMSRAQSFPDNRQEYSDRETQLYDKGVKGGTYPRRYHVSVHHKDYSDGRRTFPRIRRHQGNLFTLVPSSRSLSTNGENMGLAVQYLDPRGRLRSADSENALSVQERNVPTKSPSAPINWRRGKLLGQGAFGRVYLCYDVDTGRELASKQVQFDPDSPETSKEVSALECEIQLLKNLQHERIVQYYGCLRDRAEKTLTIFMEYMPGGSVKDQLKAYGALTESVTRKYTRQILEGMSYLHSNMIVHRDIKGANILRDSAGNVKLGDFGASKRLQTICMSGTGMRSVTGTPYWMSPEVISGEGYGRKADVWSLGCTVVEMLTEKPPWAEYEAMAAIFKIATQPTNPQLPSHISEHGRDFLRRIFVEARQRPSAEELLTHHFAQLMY
VIM-2 inh = inhibitors of Pseudomonas aeruginosa VIM-2 metallo-beta-lactamase; purified VIM-2, nitrocefin hydrolysis, epi-absorbance fluorescence; inhibition, % at 5.6 µM; 290,000 tested, 0.89% active;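 active = inhibition above the mean of all tested compounds plus 3 SD, cutoff set per screening run, cut at about 7.5% in these data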;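 note: red hydrolysis product quenches plate fluorescence so inhibitors raise well fluorescence; 0% = enzyme with DMSO and 100% = DMSO without enzyme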
pCIP destab = compounds decreasing mouse p/CIP protein stability. decrease of EGFP signal, % at 10 µM. 290,000 tested, 0.01% active. F442A p/CIP-EGFP cells, EGFP fluorescence, 16 h. Q05BA5;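 active = EGFP signal decrease of at least 30% at 10 µM or well 3 SD below plate mean, unless failing retest; inactive = the rest, including hits failing retest or dose response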; note: some compounds called inactive have numbers as strong as hits; many of its hits are not listed in these tables
IDE cell activ = activators of human insulin-degrading enzyme in cells | activation, % at 5.96 µM | 340,000 tested, 0.073% active | HEK cells, FAbeta-B cleavage, fluorescence polarization; 0% vehicle, 100% cell-free pure enzyme wells | AID 493087;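 active = activation above the mean of all tested compounds plus 3 SD, set per screening campaign, cut at about 17% in these data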
SUMO HTRF inh = inhibitors of human SUMOylation (UBC9) | HTRF SUMOylation assay, SAE1/SAE2 + UBC9, in vitro | inhibition, % at 35 µM | 290,000 tested, 0.36% active | AID 2006; in the data active = inhibition above about 50%, passing the limit was not always enough; note: strong numbers were not always called active
Target sequence (P63279 whole entry, looked up): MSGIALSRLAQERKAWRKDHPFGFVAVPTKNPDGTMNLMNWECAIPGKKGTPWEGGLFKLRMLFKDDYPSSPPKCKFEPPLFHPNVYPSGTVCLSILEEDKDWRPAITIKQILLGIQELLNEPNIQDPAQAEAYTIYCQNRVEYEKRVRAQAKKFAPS
FID counter = displaces DNA intercalator in HCV helicase counter-screen; DNA fluorescent intercalator displacement, fluorescence; inhibition, % at 7.9 µM; 290,000 tested, 0.17% active; in the data active = inhibition above about 37%;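 note: 0% = vehicle and 100% = reference compound; higher means more ethidium bromide displaced from hairpin DNA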
The depositor's hits bear a star; . = no result given.

The first 4 entries as a preview:
SMILES	PHOSPHO1 block	NS3 helicase inh	IMP-1 inh	MEKK3 PB1 HTS	VIM-2 inh	pCIP destab	IDE cell activ	SUMO HTRF inh	FID counter
Cc1ccc(S(=O)(=O)CCc2ccncc2)cc1	-15	16	0.0	98	2.4	-30	-5	2	15
COC(=O)N/N=C\c1ccc(OC(=O)c2ccco2)cc1	-22	14	-3.7	100	-1.8	-13	.	11	0
COc1ccc(OCC(=O)N/N=C2\CCc3ccccc32)cc1	-11	4	-8.0	108	-5.2	-6	3	4	-16
Cc1ccc(C(=O)Nc2ccc(N3CCCC3)cc2)cc1	-12	-11	-3.3	102	-2.6	7	-6	8	0

The listing, repeating the preview:
SMILES	PHOSPHO1 block	NS3 helicase inh	IMP-1 inh	MEKK3 PB1 HTS	VIM-2 inh	pCIP destab	IDE cell activ	SUMO HTRF inh	FID counter
Cc1ccc(S(=O)(=O)CCc2ccncc2)cc1	-15	16	0.0	98	2.4	-30	-5	2	15
COC(=O)N/N=C\c1ccc(OC(=O)c2ccco2)cc1	-22	14	-3.7	100	-1.8	-13	.	11	0
COc1ccc(OCC(=O)N/N=C2\CCc3ccccc32)cc1	-11	4	-8.0	108	-5.2	-6	3	4	-16
Cc1ccc(C(=O)Nc2ccc(N3CCCC3)cc2)cc1	-12	-11	-3.3	102	-2.6	7	-6	8	0
O=C(Nc1nc(-c2nc3ccccc3s2)cs1)c1ccco1	-1	-4	-4.5	103	-1.6	4	-1	11	2
COc1ccccc1NC(=O)C1=C(C)NC(=O)NC1c1ccccc1F (stereo not given)	-2	-3	0.2	111	0.9	-12	-3	-3	-7
CSc1nc2sc3c(c2c(=O)[nH]1)CCCC3	-2	-6	0.3	102	-0.3	-18	4	33	4
CC(=O)NS(=O)(=O)c1ccc(N/C(N)=N/c2nc(C)cc(C)n2)cc1	34	-2	-2.3	104	-1.2	-5	0	1	2
CC(C)(C)NC(=O)NC(=O)CN1CCN(S(=O)(=O)c2ccc3c(c2)OCCO3)CC1	39	21	-3.5	102	-4.0	2	5	3	-36
NC(=O)C1CCN(C(=O)CSc2ccccn2)CC1	7	1	-0.6	.	-2.1	-7	2	10	-4
N#C/C(=C/c1ccc(-c2ccc(S(N)(=O)=O)cc2)o1)C(=O)Nc1ccccc1	-9	-28	0.6	102	-2.8	-2	1	19	-3
COc1ccc(OC)c(S(=O)(=O)N(C)CC(=O)O)c1	21	-12	-3.4	101	-4.4	-2	0	19	-6
Cc1ccc(NC(=O)c2c(F)cccc2Cl)cc1NS(C)(=O)=O	23	10	-2.3	97	-1.4	-4	2	21	-1
CC(=O)Nc1ccc(C(=O)NNC(=O)c2cccc(C)c2)cc1	24	3	-0.1	98	-2.3	-1	6	2	-5
Cn1c(=O)c2[nH]c(N3CCCCC3)nc2n(C)c1=O	34	9	-1.4	99	-1.9	-2	0	2	-5
CC(C)(C)c1ccc(C(=O)c2c[nH]c(C(=O)NCCCN3CCOCC3)c2)cc1	-11	-19	-1.0	106	-2.3	14	1	2	8
O=C(O/N=C1/CCCc2occc21)c1ccc(Cl)cc1Cl	28	3	-3.0	97	-2.2	-5	1	24	-8
Cc1ccccc1Cn1ccc(NC(=O)CCSc2nc(-c3ccco3)cc(C(F)(F)F)n2)n1	39	0	-1.7	107	-2.0	-2	6	-19	-3
COc1ccc(C(=O)Sc2ccc(C)cc2)cc1OC	0	-6	-0.1	107	-1.1	-16	8	-5	-15
CCN1CCN(CCC(=O)Nc2ccccc2OC)CC1	14	2	-1.7	98	-0.7	5	5	-12	-1
CCN(CC)c1ccc(CNc2ccc3c(c2)ncn3C(C)(C)C)cc1	-9	-44	-6.3	110	-1.4	-16	0	2	-7
O=C(COS(=O)c1ccccc1)Nc1cc(Cl)ccc1N1CCOCC1 (stereo not given)	48	-16	-1.7	105	-3.2	-6	5	0	-13
Cc1nn(-c2ccccc2)c2[nH]c(=O)c(CNc3ccc(N4CCOCC4)cc3)cc12	-12	17	-1.3	105	-1.3	3	6	7	5
C=CCN(CC=C)C(=S)NC(=O)/C=C/c1ccc(OC)cc1	0	2	-2.5	95	-4.6	10	5	7	-21
Cc1ccc(NC(=O)c2cccs2)cc1S(=O)(=O)N(C)C	-10	8	-3.0	104	-1.3	-11	-1	14	-6
(list continues)
SMILES	PHOSPHO1 block	NS3 helicase inh	IMP-1 inh	MEKK3 PB1 HTS	VIM-2 inh	pCIP destab	IDE cell activ	SUMO HTRF inh	FID counter
CN(Cc1c(C(=O)N/N=C/c2cccc(Cl)c2)nnn1-c1nonc1N)c1ccccc1	24	-19	-0.9	101	-0.8	9	5	-16	-22
O=[N+]([O-])c1ccc(COc2ccc(-c3[nH]ncc3-c3ccccc3)c(O)c2)cc1	-26	6	-3.9	100	-1.6	-12	9	-28	2
CCOc1ccc(N2C(=O)CC(Sc3nccc(C)n3)C2=O)cc1 (stereo not given)	3	4	-3.0	94	-1.4	-6	4	-2	-1
CC12CNCC(C)(CN(C(c3ccccc3)c3ccccc3)C1)C2	-13	7	-0.5	98	0.4	-8	6	-11	5
COc1ccc(N2CCN(S(=O)(=O)c3c(C)nc4scc(C)n4c3=O)CC2)cc1	33	11	0.0	97	0.1	-4	11	0	-23
CN(C)S(=O)(=O)N1CCC(Oc2cccc(C(=O)NC3CCOC3)c2)CC1 (stereo not given)	23	-1	-3.2	101	-0.4	-3	-1	4	-18
COc1ccc(C(=O)NC(=S)NCCc2ccccc2)cc1	-1	-5	-1.9	98	0.2	-19	3	8	-5
Cn1c(=O)c2c(nc(NCc3ccc4c(c3)OCO4)n2Cc2ccccc2Cl)n(C)c1=O	-3	1	-2.6	109	-0.4	-5	6	11	4
C=CCNc1nc(-c2sc(NC(C)=O)nc2C)cs1	17	-24	-2.9	103	-0.6	-3	5	24	-6
CCN(C(=O)CN1CCOCC1)c1c(N)n(Cc2ccccc2)c(=O)[nH]c1=O	11	0	-1.5	102	-0.4	5	5	4	-1
CN(CC(=O)Nc1ccc(F)c(F)c1F)c1cnccn1	.	-36	-1.6	91	-1.5	.	.	.	-3
Cc1ccc(CNC(=O)[C@H](C)N2C(=O)N3CCc4c([nH]c5ccccc45)[C@@]3(C)C2=O)cc1	49	-26	-2.0	100	-1.1	-14	8	16	-36
COc1ccc(C(=O)Nc2nnc(Cc3ccc(OC)c(OC)c3)s2)c(OC)c1	19	-35	-3.1	102	-1.7	-8	3	4	-32
COc1ccc(CCNC(=O)CCn2c(=O)c3cccn3c3cccnc32)cc1OC	42	4	-2.8	108	-4.1	11	2	1	-31
COCCn1c(SCc2nc3ccccc3c(=O)[nH]2)nnc1-c1ccncc1	-19	3	-0.7	95	0.6	9	5	-4	-1
C/C=C/C=C\C(=O)Nc1cccc(C2=NOC3(C2)C[C@@H](C(N)=O)N(C(=O)c2cc([N+](=O)[O-])cc([N+](=O)[O-])c2)C3)c1 (stereo not given in full)	-9	.	.	97	.	-5	-3	17	.
Cc1cccc(OCCn2c(NC(=O)c3ccco3)nc3ccccc32)c1	-25	6	-3.3	84	-5.3	-18	3	10	-5
COCCNC(=O)COC(=O)c1cccnc1SC	-14	2	-3.1	99	-0.1	-2	2	2	0
O=C(C1CC1)N1CCc2cc(Br)cc(S(=O)(=O)NCCCN3CCCC3)c21	7	-16	-1.7	92	2.9	-11	5	-4	5
CC(C1CC2CCC1C2)N1CC(O)=C(c2nc3ccccc3[nH]2)C1=N (stereo not given)	36	11	-5.8	101	-3.6	-6	4	-52	-11
Cc1ccc(NCc2nnc(SCC(=O)NCc3ccco3)n2CC2CCCO2)c(C)c1 (stereo not given)	-4	5	-2.8	97	-1.2	-12	3	12	-32
Cc1ccc(C(=O)COC(=O)CNC(=O)Cc2ccccc2)cc1	33	-1	0.6	102	0.9	19	3	0	-18
CN(C)S(=O)(=O)c1cccc(NC(=O)COC(=O)c2c[nH]c(=O)[nH]c2=O)c1	8	-1	-2.6	115	-7.1	-11	4	18	2
O=C(c1ccc(OCC2CCCO2)cc1)N1CCN(c2ccccc2)CC1 (stereo not given)	1	1	0.6	105	0.0	1	1	4	-21
CCC1CCCCN1CCCNC(=O)CS(=O)Cc1nc(-c2ccc(OC)c(OC)c2)oc1C (stereo not given)	26	31	-2.9	101	-1.6	-7	2	6	5
The results go on:
SMILES	PHOSPHO1 block	NS3 helicase inh	IMP-1 inh	MEKK3 PB1 HTS	VIM-2 inh	pCIP destab	IDE cell activ	SUMO HTRF inh	FID counter
O=C(CN1C(=O)NC2(CCCC2)C1=O)Nc1ccccc1	28	8	-1.1	103	0.0	10	3	-4	-5
O=C(Cc1ccccc1)NCC(=O)OCC(=O)c1ccc(Cl)c([N+](=O)[O-])c1	1	-6	0.9	100	1.0	-9	2	10	9
O=C(CSc1ccc2ccccc2c1)Nc1nc2ccccc2[nH]1	0	-14	-4.9	104	-5.0	-22	0	20	-2
Cc1ccc(/C([O-])=C(/C(=S)NCCN2CCOCC2)[n+]2ccccc2)cc1[N+](=O)[O-]	51	5	-2.2	97	-3.3	-3	9	8	2
Cc1ccc(C)c(NC(=O)CSc2n[nH]c(-c3ccncc3)n2)c1	-8	3	-2.6	109	-0.3	2	-3	-4	-4
CCOC(=O)C1C(=O)NC(SCC(N)=O)=C(C#N)C1c1ccccc1OCC (stereo not given)	34	-2	0.0	97	-0.8	-20	-34	5	-12
Cc1nonc1CN(C)C(=O)CC1C(=O)NCCN1Cc1ccccc1F (stereo not given)	17	7	-1.3	105	-0.8	-1	2	11	-8
Cc1ccc(CN(CC(=O)N/N=C/c2ccccc2[N+](=O)[O-])S(=O)(=O)c2ccc(C)cc2)cc1	8	-4	-3.2	98	-3.9	-6	9	-16	-16
CN1/C(=C\C=C2\N=C(c3ccc(F)cc3)OC2=O)C(C)(C)c2ccccc21	40	12	-1.6	93	-1.5	-18	0	17	-4
COc1ccc(OC)c(S(=O)(=O)Nc2ccc3[nH]c(=O)[nH]c3c2)c1	31	4	-2.8	97	-4.1	-16	1	13	-5
COc1cccc(C(=O)Nc2c3c(nn2-c2ccc(Cl)cc2)CS(=O)(=O)C3)c1OC	24	1	1.2	101	0.2	-8	0	13	-32
CCS(=O)(=O)Nc1cccc(-c2nc3cccnc3s2)c1	27	-6	-0.9	97	-1.8	-9	-9	3	-5
CCn1c2ccc(F)cc2c2nnc(SCCN3CCCCC3)nc21	32	8	-3.1	105	10*	-3	5	19	2
Cc1cc(C)nc(SCC(=O)N/N=C/c2cccnc2)n1	47	-4	-0.6	101	-0.1	-3	3	0	-14
C/C(=N/Nc1nc(-c2ccccc2)cc(-c2ccccc2)n1)c1ccc(N)cc1	-26	-10	-5.0	104	-4.6	15	.	-3	-13
O=C(O)CCCn1cc(NC(=O)c2c(F)cccc2F)cn1	32	10	-0.4	90	-0.6	-13	1	17	1
Cc1c(N=C2SCC(=O)N2/N=C\c2ccc(Br)cc2)c(=O)n(-c2ccccc2)n1C	2	-19	-1.3	98	-1.3	-2	0	-6	-21
CCCCC(=O)Nc1cc(C)c2c(=O)oc3ccccc3c2n1	32	4	-1.3	103	1.2	3	2	-3	-2
CC(=O)Nc1ccc(C(=O)OCC(=O)Nc2ccccc2Sc2ccccc2)cc1	-7	-13	-2.7	103	0.5	-3	-3	-24	-13

Only part of the results is shown; count on the stated rates, not on these rows.
